# EBV gp42 block – Epstein-Barr virus gp42 inhibitors, primary screen, biochemical, uHTS, fluorescence polarization; Fluorescence polarization binding assay, mP read-out; AID 1085, 2008; inhibition, % (tested at 21.74 µM); 220,000 tested, 0.42% active; in the data active means inhibition above about 50%
# eIF4E-4G inh – eIF4E–eIF4G protein interaction inhibitors, primary screen, biochemical, uHTS, TR-FRET, eIF4GI fragment | Eukaryotic translation initiation factor 4E (Mus musculus) + Eukaryotic translation … | TR-FRET eIF4E-eIF4GI(517-606) binding, 2 h | inhibition, % at 21.7 µM | 220,000 tested, 0.37% active | AID 782, 2007;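 further: 0% = full FRET control wells and 100% = background wells lacking eIF4GI fragment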
# 14-3-3 Bad inh – inhibitors of 14-3-3 zeta/Bad binding, primary screen, biochemical, TR-FRET, bovine 14-3-3 zeta; 14-3-3 protein zeta/delta (Bos taurus), P63103; TR-FRET 14-3-3zeta/Dy647-pBad peptide displacement, 1 h; inhibition, % at 21.7 µM; 220,000 tested, 0.71% active;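 active means inhibition above about 70%, limit read from the data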;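 further: 0% = full 14-3-3 plus peptide FRET controls and 100% = background without 14-3-3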
# Rad51 HR inh – human RAD51 strand exchange inhibitors, primary screen, biochemical, fluorescence | DNA repair protein RAD51 homolog 1 (Homo sapiens), Q06609 | hRad51 DNA strand exchange, fluorescence dequenching | inhibition, % at 10 µM | 200,000 tested, 0.085% active;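 active means inhibition above 40% at the single screening dose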;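 further: 0% = DMSO control wells and 100% = blanks with heterologous ssDNA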
#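 Material: human Rad51–ssDNA filaments; Probe or stimulus: labelled 47-mer dsDNA for strand exchange; Doses: single 10 µM dose; Incubation: 37 °C 15-min filament assembly, 30-min compound preincubation, 15-min exchange; Technique: FRET fluorescence dequenching, excitation 485 nm, emission 520 nm; Measure: Fluorescence-based percent inhibition, control- and blank-normalised; Benchmarks: plate control and blank wells.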
# Furin inh – human furin inhibitors, primary screen, biochemical, fluorescence intensity | 220,000 tested, 0.061% active | purified furin, fluorogenic substrate cleavage | P09958 | inhibition, % at 30 µM; in the data active means inhibition above about 25%; further: inactives centre near -15
# p47phox inh – p47phox/p22phox peptide binding inhibitors, primary screen, biochemical, uHTS, NADPH oxidase regulatory subunit; 220,000 tested, 0.53% active; inhibition, % at 24.7 µM; fluorescence polarization, 2 h; AID 1274, 2008; Neutrophil cytosol factor 1 (Homo sapiens), P14598;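 further: 0% = p47phox with labelled peptide and 100% = labelled peptide alone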
# KCC2 mod – KCC2 cotransporter modulators, thallium flux, primary screen, cell-based, HEK293 KCC2, FluoZin-2 fluorescence, MLSMR; Solute carrier family 12 member 5 (Homo sapiens), Q9H2X9; KCC2 cells, thallium flux FluoZin-2 fluorescence; B-score of Tl+ flux slope (higher = more flux/activation; lower = inhibition) at 10 µM; 190,000 tested, 2.2% active; AID 1456, 2008;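 active means thallium flux slope and its plate-corrected score both differing from the plate sample mean at a set confidence after two filtering rounds, in either direction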;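 further: slope of fluorescence scaled to starting intensity during 10 to 20 s after thallium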
# Target sequence (Q9H2X9 whole entry, looked up): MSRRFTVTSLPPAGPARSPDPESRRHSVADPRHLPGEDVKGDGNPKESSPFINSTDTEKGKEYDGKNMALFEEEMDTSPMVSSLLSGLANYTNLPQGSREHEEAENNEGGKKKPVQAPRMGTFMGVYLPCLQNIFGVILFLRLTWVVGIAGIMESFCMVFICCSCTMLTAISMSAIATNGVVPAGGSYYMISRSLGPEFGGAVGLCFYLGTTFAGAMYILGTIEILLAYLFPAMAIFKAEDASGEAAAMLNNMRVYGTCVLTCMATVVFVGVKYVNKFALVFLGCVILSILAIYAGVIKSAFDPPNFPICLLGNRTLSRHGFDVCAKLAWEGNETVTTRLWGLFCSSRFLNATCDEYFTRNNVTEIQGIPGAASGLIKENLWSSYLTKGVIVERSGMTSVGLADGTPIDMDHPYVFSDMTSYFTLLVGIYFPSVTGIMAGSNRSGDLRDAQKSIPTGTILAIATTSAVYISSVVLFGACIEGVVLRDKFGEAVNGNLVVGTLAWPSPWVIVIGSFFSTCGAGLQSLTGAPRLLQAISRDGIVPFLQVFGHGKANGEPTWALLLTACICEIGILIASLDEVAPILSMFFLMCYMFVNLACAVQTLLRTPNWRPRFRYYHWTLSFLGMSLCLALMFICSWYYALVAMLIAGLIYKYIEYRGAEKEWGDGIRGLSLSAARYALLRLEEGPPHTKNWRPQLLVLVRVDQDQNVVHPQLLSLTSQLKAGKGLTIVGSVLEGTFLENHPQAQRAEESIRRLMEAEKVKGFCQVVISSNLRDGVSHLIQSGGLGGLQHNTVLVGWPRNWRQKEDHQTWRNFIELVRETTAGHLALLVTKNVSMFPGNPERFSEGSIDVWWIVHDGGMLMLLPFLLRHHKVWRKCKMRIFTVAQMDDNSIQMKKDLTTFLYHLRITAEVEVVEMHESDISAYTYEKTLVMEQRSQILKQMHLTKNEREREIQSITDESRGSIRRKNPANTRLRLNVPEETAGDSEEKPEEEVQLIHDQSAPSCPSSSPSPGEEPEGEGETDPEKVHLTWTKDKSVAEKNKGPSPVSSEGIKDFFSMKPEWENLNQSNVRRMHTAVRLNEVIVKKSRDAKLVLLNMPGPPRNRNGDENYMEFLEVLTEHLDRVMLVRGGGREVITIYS
# KLK5 inh – human KLK5 protease inhibitors, primary screen, biochemical, 1536-well; recombinant hK5, fluorogenic AMC substrate cleavage; inhibition, % at 5 µM; 210,000 tested, 0.59% active; Kallikrein-5 (Homo sapiens), Q9Y337; AID 873, 2007;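 active means inhibition of 40% or more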;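 further: 0% = enzyme controls without compound and 100% = no-enzyme blanks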
# thrombin 1536 – human alpha-thrombin inhibitors, primary screen, counter-screen for coagulation protease inhibitor project, biochemical, 1536-well, fluorogenic AMC substrate; Prothrombin (Homo sapiens), P00734; AID 1046, 2008; 220,000 tested, 0.26% active; inhibition, % at 5 µM; Boc-VPR-AMC fluorogenic substrate cleavage;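 active means inhibition at or above 40%; inactive means inhibition below 40%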;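 further: 0% = enzyme with no compound and 100% = wells without enzyme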
#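 Material: human alpha-thrombin protein. Incubation: reaction at ambient temperature. Technique: fluorescence of released AMC, ex 355 nm, em 460 nm. Control set: no-compound enzyme wells and no-enzyme blanks. Also added: Boc-VPR-AMC substrate, 15 µM final. Buffer or medium: pH 7.5 Tris (50 mM) with NaCl 150 mM, Tween 20 0.05%.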
# * marks the source's active call; other numbers are inactive results; . = no result given; [ ] = dose if it differs, or a comment.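 How the source made its calls, unless noted: active means inhibition above about 30% (limit read from the data); inactive means the rest.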 Random draw from the library, and some 4.7% of all compounds hit somewhere here.
1) OCC1(CCc2ccccc2)CCN(Cc2ccc3nsnc3c2)CC1
2) O=C1COc2ccc(C(=O)c3ccccc3C(=O)NCc3ccco3)cc2N1
3) Cc1cc(-c2nnc(SCC(=O)Nc3nc(-c4ccccc4)cs3)o2)no1
4) Cc1nc(-c2coc3cc(OCC(=O)O)ccc3c2=O)cs1
5) CCCCCNC(=O)C(=O)C1C(=O)Nc2ccccc21 (stereo unspecified)
6) Cc1cc(C)cc(NC(=S)NC2CC3CCCC(C2)N3C2CCCC2)c1 (stereo unspecified)
7) O=C(c1ccc(-c2ccccc2)cc1)N1CCN(c2ccccn2)CC1
8) Cc1ccc(SCC(=O)NNC(=O)C2CCCCC2)cc1

Assay by compound	1	2	3	4	5	6	7	8
EBV gp42 block	-1	-1	-17	.	-10	-18	-15	-3
eIF4E-4G inh	2	-9	1	.	-1	1	-3	-6
14-3-3 Bad inh	-9	-15[fluorescence artefact?]	1	.	3	-10	-8	-9
Rad51 HR inh	7	-6	11	-4	16	5	7	-4
Furin inh	-20	-10[20 µM]	-20	-12	-26	-26	-14	-26[20 µM]
p47phox inh	-1	-2	-25	.	-12	-5	-3	-7
KCC2 mod	-0.27	.	-1.6	.	0.72	0.35	-0.78	.
KLK5 inh	0	21	8	30	2	0	-9	-4
thrombin 1536	-5	27	4	9	2	-12	3	-1

9) COc1ccc(NC(C)C(=O)Nc2ccc(C#N)cc2)cc1Cl (stereo unspecified)
10) S=C(Nc1ccc2cn[nH]c2c1)Nc1ccc(Cl)cc1Cl
11) CCCCn1c(Cc2ccccc2)nnc1SCC(=O)Nc1cc(C)on1
12) CC1=NOC(=O)/C1=C\c1ccc(-c2ccc(Br)cc2)o1
13) COCCn1c(Br)nc2c1c(=O)n(C)c(=O)n2C
14) CCOc1ccc(-c2ccc(C=O)o2)c([N+](=O)[O-])c1
15) CCN(Cc1ccccc1)C(=O)CCc1nc(-c2ccc(C)cc2)no1
16) CC(=O)C1=C(O)C(=O)N(Cc2cccnc2)C1c1ccccc1Cl (stereo unspecified)

Assay by compound	9	10	11	12	13	14	15	16
EBV gp42 block	1	-14	-23	4	-14	9	-4	-7
eIF4E-4G inh	31*	-2	-6[fluorescence artefact?]	11	-4	5	-1	-3
14-3-3 Bad inh	-1	-9	6	26	-5	0	-4	38[fluorescence artefact?]
Rad51 HR inh	-4	5	3	-1	18	6	18	3
Furin inh	-13[20 µM]	-16	-12[20 µM]	-9	-18	-17	-21[20 µM]	-11
p47phox inh	2	-9	3	44*	1	0	7	-8
KCC2 mod	0.31	-0.19	-1.7	-0.28	.	-0.079	0.84	.
KLK5 inh	-20	-9	-6	-11	1	-4	14	0
thrombin 1536	-1	-3	7	0	-12	-10	-8	0

17) Cc1ccc(C(=O)CSc2nc(C(C)C)nc3ccccc23)cc1
18) CNC(=O)NC(=O)COC(=O)c1n[nH]c2ccccc12
19) COc1ccc(NC(=O)COC(=O)CCCc2c[nH]c3ccccc23)cc1OC
20) O=C(CSc1nnc(-c2cccnc2)n1CCN1CCCCC1)Nc1cccc(Cl)c1
21) COCCNC(=O)C1CC2Cn3c(nc4cc(Cl)c(Cl)cc43)C2N1C (stereo unspecified)
22) CCOc1cc(C#N)c(NC(=O)c2cccnc2)cc1OCC
23) Cc1[nH]n(-c2ccccc2)c(=O)c1C1(C(F)(F)F)C(=O)N(c2ccccc2)C2=C1C(=O)CC(C)(C)C2 (stereo unspecified)
24) CCOC(=O)Cc1csc(SCc2nc3ccccc3c(=O)[nH]2)n1

Assay by compound	17	18	19	20	21	22	23	24
EBV gp42 block	-15	-10	4	-7	-28	-9	-13	-7
eIF4E-4G inh	2	2	3	-2[fluorescence artefact?]	2	-1	2	0
14-3-3 Bad inh	-6	3	-8	-4	-3	0	-10	3
Rad51 HR inh	-2	6	-4	.	3	-8	2	3
Furin inh	-21	-22	-29[20 µM]	-26	-15	-21	-9[20 µM]	-4
p47phox inh	-22	-4	-11	-3	-3	8	-3	-45
KCC2 mod	0.06	0.079	-0.91	-0.27	0.31	0.63	0.53	-0.0076
KLK5 inh	-3	9	-2	-12	0	1	-1	-9
thrombin 1536	-10	-6	0	-5	-5	-6	-2	2

25) COc1ccc(-c2ccc(C#N)c(OC(=O)c3c(Cl)cccc3Cl)n2)cc1
26) Nc1ccc(C(=O)OCc2nc3ccccc3s2)cc1
27) O=C(NC1(C(=O)NC2CCCC2)CCCCC1)c1ccc2c(c1)OCO2
28) CCOC(=O)C(C)Oc1cccc2c(=O)n(CC(=O)N3CCc4ccccc43)ccc12 (stereo unspecified)
29) COc1cccc(CN2C[C@]34C=C[C@@H](C[C@@H]3S2(=O)=O)O4)c1
30) O=S(=O)(Nc1ccc2oc(-c3ccccc3)nc2c1)c1ccccc1
31) CC(=O)NCCCc1c[nH]c2ccc(Cl)cc12
32) O=S(=O)(NC1CCCC1)c1ccc(S(=O)(=O)NC2CCCC2)cc1

Assay by compound	25	26	27	28	29	30	31	32
EBV gp42 block	-8	-7	-13	-3	-10	.	-9	-2
eIF4E-4G inh	-4	8	2	1	2	.	-2[fluorescence artefact?]	-3
14-3-3 Bad inh	4	-3	-5	5	-1	.	-14[fluorescence artefact?]	13
Rad51 HR inh	-4	4	-9	3	1	0	-3	-3
Furin inh	-24[20 µM]	-11	-22	-21	-17	-7	-27	-12
p47phox inh	-23	-8	-9	-3	3	.	-11	-14
KCC2 mod	0.17	-1	0.44	1.6	0.26	-0.87	.	0.25
KLK5 inh	-40	-5	3	-16	10	-34	-24	0
thrombin 1536	-3	-9	0	-9	1	2	2	-3

33) CSc1nc(C)cc(/C=C\c2ccccc2)c1C#N
34) C=C1C(C(=O)N2CCN(C)CC2)C1C(=O)N1CCN(C)CC1 (stereo unspecified)
35) CC(C)CN(C(=O)COC(=O)CNC(=O)c1ccccc1F)C1CCS(=O)(=O)C1 (stereo unspecified)
36) Cc1ccc(C(=O)Nc2ccc(Cl)cn2)cc1S(=O)(=O)N1CCOCC1
37) COc1ccc(-n2ccnc2CN2CCCC(CO)(Cc3cccc(OC)c3)C2)cc1 (stereo unspecified)
38) COC(=O)C1CC(=O)N(Cc2ccccc2)C1 (stereo unspecified)
39) O=C(NC1=NCCS1)c1sc2cc(Cl)cc(Cl)c2c1Cl
40) O=C(Cn1nnc(-c2ccccc2)n1)N/N=C/c1cccc([N+](=O)[O-])c1O

Assay by compound	33	34	35	36	37	38	39	40
EBV gp42 block	-18	-1	-26	10	5	-8	-43	-8
eIF4E-4G inh	2[fluorescence artefact?]	0	0	-13	1	4	2[fluorescence artefact?]	-3
14-3-3 Bad inh	8[fluorescence artefact?]	-2	-4	-16	-12	-15	-16[fluorescence artefact?]	-4
Rad51 HR inh	-16	6	-2	3	25	-19	2	-11
Furin inh	-17[20 µM]	-25	-27	-26[20 µM]	-22	-20	-12	-7
p47phox inh	-2	-7	-6	-14	9	-31	-16	-17
KCC2 mod	.	.	0.32	0.56	-2.5	0.15	-0.094	-1.2
KLK5 inh	8	-8	-4	41*	.	4	-14	-20
thrombin 1536	5	-7	-2	19	-1	-4	-2	.

41) O=C(Cn1cnc2c(cnn2-c2ccccc2)c1=O)N1CCN(c2ccc(F)cc2)CC1
42) Cc1cnccc1CN(C)Cc1nc(Cc2ccccc2Cl)no1
43) C=CCNC(=O)c1onc(CSc2ccc(C)c(C)c2)c1C(=O)O
44) CCCCOC(=O)C1=C(C)NC2=C(C(=O)CCC2)C1c1cc(OC)ccc1OC (stereo unspecified)
45) CN(CC/C=C1/c2ccccc2CSc2ccccc21)CCCO
46) O=C(CSc1ccc(-c2cccs2)nn1)NCc1ccccc1Cl
47) COc1ccc(OC)c(S(=O)(=O)N2CCC(C(=O)Nc3ccccc3)CC2)c1
48) O=C(O)c1ccccc1C(=O)NC1CCCCNC1=O (stereo unspecified)
49) CC1CCc2nn(CC(=O)NCCCN3CCCCC3)cc2C1 (stereo unspecified)
50) CCc1sc(N(C(=O)Cc2ccccc2)c2ccccc2F)nc1-c1ccc(C)cc1

Assay by compound	41	42	43	44	45	46	47	48	49	50
EBV gp42 block	-14	-15	-10	-9	1	-3	-10	-8	-24	-4
eIF4E-4G inh	-10	3	2[fluorescence artefact?]	3	-2	1	1	5	-5	-2
14-3-3 Bad inh	5	-6	29[fluorescence artefact?]	3	3	-7	-9	1	-18	2
Rad51 HR inh	3	1	-2	.	.	8	.	.	-3	-1
Furin inh	-21	-23	-9[20 µM]	-29	-14	-16	-31	-9	-17	-8
p47phox inh	10	-35	-13	-9	-13	0	-9	-12	-15	-11
KCC2 mod	-1.1	-0.24	0.71	7.5*	1.3	-2.1	0.6	-0.14	-0.0016	1.1
KLK5 inh	3	4	-24	-2	-13	2	-1	1	-1	-5
thrombin 1536	1	-9	-6	-1	-4	-8	1	2	-2	-13

# Gathered by group: the compounds so far with an NH in an aromatic ring.
10) S=C(Nc1ccc2cn[nH]c2c1)Nc1ccc(Cl)cc1Cl
18) CNC(=O)NC(=O)COC(=O)c1n[nH]c2ccccc12
19) COc1ccc(NC(=O)COC(=O)CCCc2c[nH]c3ccccc23)cc1OC
23) Cc1[nH]n(-c2ccccc2)c(=O)c1C1(C(F)(F)F)C(=O)N(c2ccccc2)C2=C1C(=O)CC(C)(C)C2 (stereo unspecified)
24) CCOC(=O)Cc1csc(SCc2nc3ccccc3c(=O)[nH]2)n1
31) CC(=O)NCCCc1c[nH]c2ccc(Cl)cc12

Assay by compound	10	18	19	23	24	31
EBV gp42 block	-14	-10	4	-13	-7	-9
eIF4E-4G inh	-2	2	3	2	0	-2[fluorescence artefact?]
14-3-3 Bad inh	-9	3	-8	-10	3	-14[fluorescence artefact?]
Rad51 HR inh	5	6	-4	2	3	-3
Furin inh	-16	-22	-29[20 µM]	-9[20 µM]	-4	-27
p47phox inh	-9	-4	-11	-3	-45	-11
KCC2 mod	-0.19	0.079	-0.91	0.53	-0.0076	.
KLK5 inh	-9	9	-2	-1	-9	-24
thrombin 1536	-3	-6	0	-2	2	2
